TDP1 block: inhibitors of human tyrosyl-DNA phosphodiesterase TDP1; recombinant TDP1, AlphaScreen DNA substrate cleavage; Potency, µM (series often up to 130 µM), without a hit: at the top dose activity change, negative = inhibition, actives largely listed as inhibitors; 350,000 tested, 0.28% active; AID 485290; further: nearly all actives have a fitted effect of over 40% in size
Target sequence (Q9NUW8 whole entry, looked up): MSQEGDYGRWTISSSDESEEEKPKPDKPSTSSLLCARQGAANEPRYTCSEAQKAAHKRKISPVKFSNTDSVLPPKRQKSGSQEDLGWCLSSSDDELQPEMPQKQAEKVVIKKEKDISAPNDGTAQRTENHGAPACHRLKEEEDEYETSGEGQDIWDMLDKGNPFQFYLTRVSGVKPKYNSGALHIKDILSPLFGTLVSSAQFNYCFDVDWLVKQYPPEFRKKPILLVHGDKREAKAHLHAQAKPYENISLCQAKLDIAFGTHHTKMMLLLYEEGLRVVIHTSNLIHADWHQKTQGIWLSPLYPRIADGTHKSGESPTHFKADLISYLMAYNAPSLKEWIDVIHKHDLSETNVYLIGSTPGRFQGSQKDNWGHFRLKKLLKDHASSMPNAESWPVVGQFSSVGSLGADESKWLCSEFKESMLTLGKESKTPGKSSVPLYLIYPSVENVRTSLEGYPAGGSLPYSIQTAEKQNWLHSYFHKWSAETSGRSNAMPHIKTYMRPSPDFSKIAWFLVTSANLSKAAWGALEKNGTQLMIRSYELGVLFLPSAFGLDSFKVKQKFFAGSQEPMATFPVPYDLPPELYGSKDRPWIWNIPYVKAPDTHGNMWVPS
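Enzyme-compound mixtures sat 15 min at room temperature, followed by a 5 min reaction with 15 nM final substrate and 10 min with AlphaScreen beads. Recombinant human Tdp1 was used at 1 nM final.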
DT40 TDP1 no CPT: qHTS for Inhibitors of human tyrosyl-DNA phosphodiesterase 1 (TDP1): qHTS in cells in absence of CPT | DT40 Tdp1-/- hTDP1 cells, no CPT, ATP luminescence, 48 h | Potency, µM (titrated, usually from 46.2 µM), for the others: at the highest dose activity change, negative = growth inhibition, hits mostly inhibitors | 420,000 tested, 15% active; further: nearly all actives have a fitted effect of over 55% in size
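A cellular qHTS used chicken DT40 cells lacking endogenous Tdp1 but carrying stably transfected human TDP1. Compounds were applied without camptothecin, and cell growth kinetics were judged by ATP-dependent luminescence after ≥48 hr.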
DT40 TDP1 CPT: DT40-hTDP1 cell growth loss with CPT | chicken DT40 Tdp1-/-;hTDP1 cells + 20 nM CPT, ATP luminescence, 48 h | Potency, µM (titrated, usually from 46.2 µM), for the others: at the highest dose activity change, negative = growth inhibition, most hits filed as inhibitors | 420,000 tested, 12% active; further: nearly all actives have a fitted effect of over 55% in size
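Chicken DT40 Tdp1-/- cells complemented with human TDP1, 400 cells/well, exposed to compounds plus 20 nM camptothecin for at least 48 h at 37 C; viability read as ATP content by CellTiter-Glo luminescence.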
An asterisk follows results filed as active; ? = inconclusive; · = not tested or not shown; & = joins results of further samples; [ ] = dose if it differs, or a comment. The call rests on the fitted dose curve; in most records, active means well fitted curve in the direction sought with a large enough effect; inconclusive means small, poorly fitted or top-dose-only effect, or another doubt; inactive means no such curve, though single readings can be large; an effect the other way counts as inactive or inconclusive. On the % scale 0 is the no-effect control and ±100 the full control effect; potency means the concentration at half of the fitted maximal effect.

Results follow in this order: TDP1 block, DT40 TDP1 no CPT, DT40 TDP1 CPT
CCCOc1ccc(NC(=O)CC2C(=O)OCC3CCCCN32)cc1 (stereo not drawn)
 : 1%, 2%, 2%
Cc1c(Cl)cccc1NC(=S)NCCC(C)C
 : 0%, ?, ?
COc1ccc(Cl)cc1N(C)c1nc(N2CCN(S(=O)(=O)c3ccc(C)cc3)CC2)c2ccccc2n1
 : ·, 6.3µM*, 8.9µM*
COCCNC(=O)Cn1c(=O)n(Cc2ccc(C(=O)NCCc3ccc(OC)c(OC)c3)cc2)c(=O)c2ccccc21
 : 5%&-5%, ?, 7%&-7%
COc1ccc(OC)c(/C=C2\NC(=O)NC2=O)c1
 : ·, -2%, ?
COc1cc(OC)cc(-c2c(-c3cccs3)c3cc(-c4ccn[nH]4)ccc3n2C)c1
 : 9%, 16µM*, ?
COc1ccc(-c2noc(C3CCCN(C(=O)c4cccc(F)c4)C3)n2)cc1 (stereo not drawn)
 : ·, 18µM*, -29%
Cc1ccc([C@@H]2C[C@H]3[C@@H](CN2S(=O)(=O)c2ccc(C)cc2)C(=O)C[C@@H](c2cccc(Cl)c2)N3S(=O)(=O)c2ccc(C)cc2)cc1
 : ·, ?, 11%
CCn1c(=N)c(C(=O)NC2CCCCC2)cc2c(=O)n3cccc(C)c3nc21
 : ·, 9%, 3%
O=C(NCCc1ccccc1)C1CCCN1S(=O)(=O)c1ccc(Cl)cc1 (stereo not drawn)
 : 8%[0.0935 µM], ?, -27%
Cc1ccc(C(=O)Nc2ccc(N3CCN(S(C)(=O)=O)CC3)cc2)cc1
 : -4%, 3%, 2%
O=C(NC1CCCC1)c1cccc2c1C(=O)c1ccc(/C=C/c3ccccc3)cc1S2(=O)=O
 : 0%, 18µM*, ?
O=c1ccc2cc(S(=O)(=O)N3CCN(c4ccccc4F)CC3)ccc2o1
 : 4%, -30%, 1%
CCC(=O)N1CCc2cc(S(=O)(=O)NC(Cc3ccccc3)C(=O)NCc3cccc(OC)c3)ccc21 (stereo not drawn)
 : 2%, ?, ?
COc1ccc(CN2CCC(C)CC2)cc1OCc1ccccc1
 : ·, -22%, ?
COc1ccc(C)cc1NC(=O)c1sc2nc(C)nc(N3CCOCC3)c2c1C
 : ·, ?, 6%
C[C@@H](NS(=O)(=O)c1cc(Cl)ccc1F)[C@H](O)c1ccccc1
 : ·, -8%, 2%
O=C1NC(=O)[C@H]2[C@@H]1[C@@H]1C=C[C@H]2C1
 : ·, 0%, 9%
Cc1onc(-c2ccccc2)c1C(=O)N1CCC(C)(C(=O)NS(=O)(=O)C2CC2)C1 (stereo not drawn)
 : ·, 17%, 11%
CCCn1c(=O)c2[nH]c(-c3ccc(OCC(=O)Nc4ccc(C#N)cc4)cc3)nc2n(CCC)c1=O
 : 8%, ?, -29%

(next part)
Results follow in this order: TDP1 block, DT40 TDP1 no CPT, DT40 TDP1 CPT
CCS(=O)(=O)Nc1cccc(-c2ccc3nnc(-c4cccnc4)n3n2)c1
 : 7%, ?, 21µM*
COc1cc(NC(=O)COc2cc(C)cc3oc(=O)c(C)c(C)c23)cc(OC)c1OC
 : 0%, 6%, -7%
Cc1ccc(NC(=O)c2ccc(NCCCN3CCC(C)CC3)c([N+](=O)[O-])c2)c(C)c1
 : ·, 16µM*, ?
CCOC(=O)c1c(-c2ccccc2)oc2ccc(O)c(CN3CCOCC3)c12
 : 2%, 23µM*, 23µM*
N#C/C(=N\Nc1c(Cl)cccc1Cl)C(=O)NN
 : 14%, -9%, 2%
Nc1nc(SCc2nc3scc(-c4ccccc4)c3c(=O)[nH]2)n[nH]1
 : -3%, -26%, -21%
Cc1cc(-c2ccc(C)c(S(=O)(=O)N3CCC(C)CC3)c2)on1
 : 3%, ?, ?
O=C(COC(=O)c1cc(S(=O)(=O)N2CCOCC2)ccc1F)Nc1ccc(Cl)cn1
 : 1%, 8%, -18%
CNc1cccc(-c2ccc(C(C)=O)s2)n1
 : ·, -23%, 6%
Cc1ccc(CNc2nc(N)c([N+](=O)[O-])c(Nc3cccc(F)c3)n2)cc1
 : 4%, ?, ?
Cc1ccccc1NC(=O)c1cc(-c2ccco2)nc2ccccc12
 : ·, ?, -5%
Cc1cc(=O)n2[nH]c(C)cc2n1
 : 1%, 3%, 7%
O=C(/C=C/c1ccco1)N(Cc1ccccc1)C1CCS(=O)(=O)C1 (stereo not drawn)
 : ·, -24%, -9%
CCCc1c(C)nc2ccccc2c1SCCC#N
 : 3%, ?, ?
O=C(CSc1oc(-c2ccccc2)nc1S(=O)(=O)c1ccc(Br)cc1)NC1CCCCC1
 : 6%, 0%, 1%
COc1ccc(C2CC(c3cccc(F)c3)=NN2c2ccc(S(N)(=O)=O)cc2)cc1 (stereo not drawn)
 : -7%[56.1 µM], ?, ?
O=[n+]1c2c(n([O-])c3c1CCC3)CCCC2
 : -4%, -1%, ?
Cc1cc(C(=O)NC(C)c2ccncc2)cs1 (stereo not drawn)
 : 1%, 3%, 6%
CC1=C(C(=O)N(C)C)CC(CC(=O)NCC2CCCCC2)C(=O)N1Cc1ccccc1 (stereo not drawn)
 : ·, -14%, -13%
O=C(NCCC1CCCCN1S(=O)(=O)c1ccc(F)cc1)C(=O)NCc1ccccn1 (stereo not drawn)
 : 0%, 1%, 4%

Continuation.
Results follow in this order: TDP1 block, DT40 TDP1 no CPT, DT40 TDP1 CPT
CCc1nnc(NC(=O)CC(=O)Nc2ccccc2C(=O)O)s1
 : 2%, -5%, -5%
O=C(Cc1ccccc1[N+](=O)[O-])NNC(=O)c1ccncc1
 : -1%[56.1 µM], 15%, -7%
Cc1ncc(C(O)c2ccccc2)n1Cc1ccccc1 (stereo not drawn)
 : ·, 23µM*, ?
CC(=O)c1c[nH]c(C(=O)NC2CCCCCC2)c1
 : 2%, 20%, 1%
C=C(C)c1cccc(C(C)(C)NC(=O)N2CCC(C(N)=O)CC2)c1
 : 3%, -1%, 1%
Cc1ccc(CC(NC(=O)C2CCCCC2)C(=O)O)cc1 (stereo not drawn)
 : 1%[56.1 µM], 10%, 0%
CSCCC(NC(=O)c1ccccc1)C(=O)OCC(=O)N(C)CCC#N (stereo not drawn)
 : 5%, 9%, 9%
Cc1nonc1OCCCNc1ccc([N+](=O)[O-])cc1Cl
 : 3%, -24%, 3%
Cc1cc(C)c(S(=O)(=O)Nc2ccnc(-c3cccnc3)n2)c(C)c1
 : 10%, -5%, -4%
Cc1cc(C(=O)NNC(=S)NCc2ccco2)nn1C
 : 0%, -20%, 1%
COC(=O)CCCC(=O)N1CCC(n2nccc2NC(=O)CCOc2ccccc2)CC1
 : 4%, -2%, 4%
O=C(Nc1ccccc1)c1cc([N+](=O)[O-])ccc1NCc1cccnc1
 : 0%, ?, ?
CCOc1ccc(CNC(=O)c2oc3c(c2C)-c2nn(Cc4cccc(Cl)c4)cc2CC3)cc1
 : 1%, 16µM*, 18µM*
C#CCN(C[C@@H]1[C@@H](OC(=O)NCc2ccco2)[C@@H](OC(=O)NCc2ccco2)CN(C(=O)OC(C)C)N1C(=O)OC(C)C)S(=O)(=O)c1ccc(C)cc1
 : ·, 9.2µM*, 15µM*
CN(C)c1cccc2c(/C=N/O)ccc(N(C)C)c12
 : 0%, -20%, 19%
O=C(COC(=O)CCC1CCCC1)Nc1ccc(F)cc1
 : -3%, -7%, -21%
CCCN(CC(=O)Nc1ccccc1C)C(=O)COc1c(Cl)cccc1Cl
 : -1%, -25%, -15%
COc1ccc(C2CC(c3cccc(OC)c3OC)n3nnnc3N2)cc1 (stereo not drawn)
 : 5%, ?, ?
CC(=O)c1ccc(NC(=O)CC2Sc3ccccc3NC2=O)cc1 (stereo not drawn)
 : ·, 13µM*, 12µM*
O=C(CSc1nnc(NC(=O)c2c(F)cccc2F)s1)Nc1ccccc1F
 : 4%, -6%, -4%

Continued:
Results follow in this order: TDP1 block, DT40 TDP1 no CPT, DT40 TDP1 CPT
Cc1ccc(N/C=C/C(=O)c2sc(-c3ccccc3)nc2C)cc1
 : 3%, 23µM*, ?
NC(=O)C1CCN(C(=O)CSc2nc3ccccc3o2)CC1
 : 2%, -18%, -15%
O=C(CN1C2=NCCN2c2ccccc21)c1ccc(Br)cc1
 : -2%, ?, ?
O=C(C1CCC(CNS(=O)(=O)c2cccs2)CC1)N1CCN(c2ccc(Cl)cc2)CC1 (stereo not drawn)
 : 3%&-2%, 4.1µM*, 6.5µM*
CC(=O)c1cc2c(cc1NC(=O)CCNC(=O)c1ccccc1Cl)OCO2
 : 2%, -27%, -10%
O=C(COC(=O)/C=C/c1ccc(F)cc1)NCc1cccs1
 : -2%, 3%, -13%
CCCNC(=O)C[C@H]1C[C@H]2c3cc(NC(=O)Nc4ccc(F)cc4)ccc3O[C@H]2[C@@H](CO)O1
 : ·, 2.3µM*, 1.8µM*
O=C(COc1ccc(Cl)cc1)c1ccc(O)cc1O
 : 2%, ?, 5%
COC(=O)C1(S(=O)(=O)c2ccc(C)cc2)CCOCC1
 : -3%, 1%, -12%
CCCC(CCC)C(=O)NC1CC(=O)N(c2ccc3c(c2)OCCO3)C1 (stereo not drawn)
 : -3%, -3%, -9%
CC1CC(C)CN(C(=O)CSCC(=O)Nc2nc(-c3cccs3)cs2)C1 (stereo not drawn)
 : 4%, ?, ?
CN(C)c1ccc(C(=O)C(=O)c2ccccc2)cc1
 : ·, 12%, -4%
O=C1c2ccccc2C(=O)N1CCC1=CCCCC1
 : 1%, -21%, ?
CC(=O)c1ccc(OC(C)C)c(CC(C(N)=O)C(N)=O)c1
 : 6%, -2%, ?
O=C(O)c1ccccc1C(=O)c1ccc2c(c1)N(Cc1ccc(Cl)c(Cl)c1)C(=O)CO2
 : 3%, ?, -24%
CCN1CCN(CC(=O)Nc2ccc(C(C)=O)cc2)CC1
 : ·, 5%, 2%
CN(C)C(=O)N1CCC(C(=O)NCc2ccccc2Cl)CC1
 : 7%, -4%, -7%
CC1CCCCN1S(=O)(=O)c1ccc(N(C(=O)c2cnccn2)C(C(=O)NC2CCCC2)c2cccs2)cc1 (stereo not drawn)
 : 5%, 21µM*, ?
CCn1c(SCC(=O)N/N=C/C=C\c2ccco2)nc2ccccc21
 : -8%, ?, ?
COCCc1nn2c(=O)cc(COC(=O)c3ccco3)nc2s1
 : -1%, -9%, -4%

Three structures out of the list, ordered by molecular weight, rising.
Results follow in this order: TDP1 block, DT40 TDP1 no CPT, DT40 TDP1 CPT
CN(C)c1ccc(C(=O)C(=O)c2ccccc2)cc1
 : ·, 12%, -4%
COCCc1nn2c(=O)cc(COC(=O)c3ccco3)nc2s1
 : -1%, -9%, -4%
CC(=O)c1cc2c(cc1NC(=O)CCNC(=O)c1ccccc1Cl)OCO2
 : 2%, -27%, -10%

Next section
Results follow in this order: TDP1 block, DT40 TDP1 no CPT, DT40 TDP1 CPT
NC(=S)N/N=C/c1ccc(Br)o1
 : 4%, -15%, -20%
CN(C)S(=O)(=O)NCc1ccc2c(c1)OCO2
 : -3%, -2%, 1%
O=[N+]([O-])c1ccc(Sc2n[nH]c(-c3ccc(Cl)cc3Cl)n2)nc1
 : 5%, -27%, -23%
Cc1csc(SCC(=O)NC(=O)NCc2ccccc2)n1
 : 2%, -3%, -1%
COC(=O)c1cc2c(cc1NC(=O)c1cnn(-c3ccccc3)c1-n1cccc1)OCO2
 : -3%, -17%, -26%
CCOC(=O)C1=C(c2ccccc2)NC(SCC)=C(C#N)C1c1cccnc1 (stereo not drawn)
 : 3%, ?, ?
COc1ccc(CCNC(=O)C2CCCN(S(=O)(=O)c3ccc(OC)cc3)C2)cc1 (stereo not drawn)
 : ·, ?, -4%
O=C(c1cccc([N+](=O)[O-])c1)c1ccccn1
 : 4%, 0%, 0%
COCC1CCCN(C(=O)c2ccc3nc(Cc4cccc(Cl)c4)oc3c2)C1 (stereo not drawn)
 : 4%, 15µM*, 26µM*
CCc1cccc(CC)c1NS(=O)(=O)c1ccc2c(c1)CCN2C(=O)C1CC1
 : -5%, -28%, ?
CC(C)(C)CN1CCNC(=O)C1CC(=O)NCCc1ccccc1C(F)(F)F (stereo not drawn)
 : 7%, -24%, ?
CC(=O)c1cccc(N(CC(=O)NC2CCCC2)C(=O)c2csnn2)c1
 : 0%[0.0935 µM], 3%, -6%
Clc1cccc(OCCN2CCCC2)c1
 : 5%, -17%, 0%
Cc1cc(S(=O)(=O)Nc2cccc(-c3ccc(N4CCOCC4)nn3)c2)c(C)cc1Cl
 : 9%, -28%, -29%
CC(C)c1ccc(C2NC(=S)NC3=C2C(=O)CCC3)cc1 (stereo not drawn)
 : 5%, -13%, -12%
COC(=O)C1N[C@@H]([C@@H](NC(=O)COc2ccccc2)C(=O)NCc2ccsc2)SC1(C)C (stereo partly drawn)
 : ·, ?, 0%&-1%

Reformatted: entries from further up
Structure	TDP1 block	DT40 TDP1 no CPT	DT40 TDP1 CPT
COCC1CCCN(C(=O)c2ccc3nc(Cc4cccc(Cl)c4)oc3c2)C1 (stereo not drawn)	4%	15µM*	26µM*
CCc1cccc(CC)c1NS(=O)(=O)c1ccc2c(c1)CCN2C(=O)C1CC1	-5%	-28%	?

Source: PubChem BioAssay (National Center for Advancing Translational Sciences (NCATS))
